pPAFAH FP inh – pPAFAH enzyme inhibitors, primary screen, biochemical, fluorescence polarization, human; recombinant pPAFAH, FP-rhodamine probe fluorescence polarization; inhibition, % at 3.39 µM; 330,000 compounds, 1.5% hits;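 active = inhibition above the mean inhibition across the screen plus 3 SD, cut at about 25% in these data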;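 note: inhibitors block binding of the rhodamine activity-based probe so polarization drops; 0% = enzyme with DMSO and 100% = wells lacking pPAFAH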
PAFAH1B2 FP inh – PAFAH1B2 enzyme inhibitors, primary screen, biochemical, fluorescence polarization, human. recombinant PAFAH1B2, FP-rhodamine activity probe. inhibition, % at 3.39 µM. 340,000 compounds, 1.2% hits. AID 492953, 2010;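 active = inhibition above the mean of all tested compounds plus 3 SD, cut at about 24% in these data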;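 note: 0% = enzyme with DMSO and 100% = wells lacking PAFAH1B2; many of its hits are not listed in these tables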
Target sequence (P68402 whole entry, looked up): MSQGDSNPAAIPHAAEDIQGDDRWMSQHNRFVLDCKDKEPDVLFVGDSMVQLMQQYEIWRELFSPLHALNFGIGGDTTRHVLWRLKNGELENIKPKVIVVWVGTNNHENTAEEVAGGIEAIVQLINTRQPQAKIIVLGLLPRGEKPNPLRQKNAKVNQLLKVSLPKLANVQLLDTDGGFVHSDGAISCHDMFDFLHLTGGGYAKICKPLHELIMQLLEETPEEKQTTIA
MCL1-BIM inh – inhibitors of MCL1 binding to BIM-BH3, primary screen, biochemical, fluorescence polarization; GST-MCL1 / FITC-Bim-BH3 fluorescence polarization; 320,000 compounds, 0.68% hits; Induced myeloid leukemia cell differentiation protein Mcl-1 (Homo sapiens), Q07820; inhibition, % at 10.9 µM;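 active = inhibition above the mean inhibition of all tested compounds plus 3 SD, set per campaign, cut at about 40% in these data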;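 note: 0% = DMSO wells and 100% = unlabeled Bim-BH3 peptide control; higher means more loss of mP so more displacement of Bim peptide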
GLD-1 TGE inh – GLD-1/TGE RNA complex disruptors, primary screen, biochemical, fluorescence polarization. purified GLD-1 + fluorescein TGE RNA. inhibition, % at 5.96 µM. 320,000 compounds, 0.44% hits. AID 2280, 2010;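 active = percent inhibition above a per-plate cutoff, the plate mean of test compounds plus 3 SD, cut at about 30% in these data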;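 note: 0% = DMSO wells with GLD-1 and probe and 100% = wells lacking GLD-1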
Fam108B inh – mouse Fam108B serine hydrolase inhibitors, primary screen, counter-screen for RBBP9 inhibitor project, biochemical, fluorescence polarization; recombinant Fam108B, FP-Rh probe fluorescence polarization; inhibition, % at 9.51 µM; 300,000 compounds, 0.33% hits; AID 1947, 2009;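 active = inhibition above the screen mean inhibition plus 3 SD, computed separately per campaign, cut at about 18% in these data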;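 note: inhibitors lower polarization as less probe binds the enzyme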
AHR activator – AHR activators, primary screen, cell-based, luminescence, luciferase reporter, human. 320,000 compounds, 2.5% hits. AHR-responsive luciferase reporter cells. activation, % at 5 µM; in the data active = activation above about 47%;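 note: 0% = vehicle wells and 100% = reference agonist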
Target sequence (P35869 whole entry, looked up): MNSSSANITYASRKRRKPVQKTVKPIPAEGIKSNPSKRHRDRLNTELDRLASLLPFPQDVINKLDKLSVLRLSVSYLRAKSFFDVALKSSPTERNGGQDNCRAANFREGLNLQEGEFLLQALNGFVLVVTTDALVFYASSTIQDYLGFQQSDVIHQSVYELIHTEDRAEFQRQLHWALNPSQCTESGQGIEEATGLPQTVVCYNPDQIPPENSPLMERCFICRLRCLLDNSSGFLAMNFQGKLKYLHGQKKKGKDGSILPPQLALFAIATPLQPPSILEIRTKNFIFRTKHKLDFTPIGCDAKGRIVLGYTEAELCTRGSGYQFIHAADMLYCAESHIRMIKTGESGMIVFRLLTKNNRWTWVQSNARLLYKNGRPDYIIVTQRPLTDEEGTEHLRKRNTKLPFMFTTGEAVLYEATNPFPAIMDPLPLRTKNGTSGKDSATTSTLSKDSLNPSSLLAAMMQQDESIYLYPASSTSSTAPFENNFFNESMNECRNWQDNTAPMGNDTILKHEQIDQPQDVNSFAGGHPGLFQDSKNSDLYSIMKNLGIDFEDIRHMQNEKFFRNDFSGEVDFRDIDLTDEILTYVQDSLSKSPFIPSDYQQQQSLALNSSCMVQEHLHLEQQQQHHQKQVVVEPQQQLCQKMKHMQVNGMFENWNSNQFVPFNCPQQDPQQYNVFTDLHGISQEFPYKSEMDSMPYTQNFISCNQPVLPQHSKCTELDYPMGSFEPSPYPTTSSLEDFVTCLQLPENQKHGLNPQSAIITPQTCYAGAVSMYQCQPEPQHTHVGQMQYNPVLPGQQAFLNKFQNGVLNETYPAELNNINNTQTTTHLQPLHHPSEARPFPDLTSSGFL
MEX-5 binding – MEX-5 zinc finger RNA-binding disruptors – biochemical, C. elegans, fluorescence polarization, MLPCN library, primary screen | 300,000 compounds, 0.38% hits | Zinc finger protein mex-5 (Caenorhabditis elegans), Q9XUB2 | MEX-5/FITC-TCR2 RNA binding; hits give low values | activity score (negative = inhibition of binding), % at 10 µM;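 active = inhibition past about -25% in most replicates, and total fluorescence under double the plate's negative control median, limit read from the data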;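 note: 0% = DMSO and -100% = 5 µM competing unlabeled TCR2 RNA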
Bcl-xL primary – inhibitors of human Bcl-xL, primary screen, biochemical, fluorescence polarization, HTS | 320,000 compounds, 0.7% hits | GST-Bcl-xL / FITC-Bim BH3 peptide fluorescence polarization | AID 2129, 2009 | Bcl-2-like protein 1 (Homo sapiens), Q07817 | inhibition, % at 10.9 µM;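 active = inhibition above the mean of all tested compounds plus 3 SD, cutoff set per campaign, cut at about 30% in these data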;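 note: 0% = DMSO wells and 100% = unlabeled Bim-BH3 peptide competitor; inhibitors lower millipolarization by displacing the labeled peptide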
PME-1 primary – PME-1 inhibitors via competitive probe labeling, primary screen, biochemical, fluorescence polarization, FP-Rh probe, HTS. recombinant PME-1. Protein phosphatase methylesterase 1 (Homo sapiens), Q9Y570. inhibition, % at 5.9 µM. 320,000 compounds, 0.53% hits;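 active = inhibition above the campaign mean of all compounds plus 3 SD, cut at about 26% in these data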;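 note: competitive labeling of PME-1 active site by serine hydrolase directed probe; 0% = PME-1 with DMSO and 100% = wells lacking PME-1 enzyme; inhibitors block probe labeling so polarization falls and inhibition rises; many of its hits are not listed in these tables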
The depositor's hits bear a star; . = no result given. The list is partial, so the mix of outcomes need not match the whole.

SMILES	pPAFAH FP inh	PAFAH1B2 FP inh	MCL1-BIM inh	GLD-1 TGE inh	Fam108B inh	AHR activator	MEX-5 binding	Bcl-xL primary	PME-1 primary
Cc1ccc(-n2c(SCc3nc4ccccc4[nH]3)nnc2-c2ccncc2)cc1	3	4	-2	2	2	5	2.4	-4	3
CC(C)(C)NC(=S)NCc1ccc2c(c1)OCO2	-2	-1	14	3	0	8	-0.4	9	-1
COC(=O)c1cc(NC(=O)CN2CCN(C(C)=O)CC2)cc(C(=O)OC)c1	0	2	1	6	1	1	0.9	8	-8
Cc1cccc(CNc2ncc(-c3cccc([N+](=O)[O-])c3)n2C)c1	-1	-1	5	6	-2	-2	0.7	-2	1
CN1CCN(c2nc3c(c(=O)n(C)c(=O)n3C)n2Cc2cccc(Br)c2)CC1	1	4	0	-3	1	1	0.5	0	9
O=C(CNC(=O)c1ccc(Br)cc1)NCc1cccnc1	2	5	1	-3	3	3	-0.5	3	1
CC1(C)Cc2c(cnn2-c2ccc(F)cc2)C(NC(=O)CCn2cncn2)C1 (configuration not stated)	6	3	4	3	0	5	0.3	2	0
CC1CC(NS(=O)(=O)c2cccs2)CC(C)(C)C1 (configuration not stated)	-3	29*	1	2	-7	3	-3.2	3	1
CCC(c1c(C)[nH]oc1=O)c1c(C)[nH]oc1=O	-2	-2	3	-3	0	3	0.2	6	0
CCC(Sc1ccc2nnc(-c3ccc(OC)c(OC)c3)n2n1)C(=O)O (configuration not stated)	0	-3	-18	1	7	1	-1.6	-10	-6
COc1ccc(OC)c(S(=O)(=O)Nc2ccccc2F)c1	-3	2	7	0	7	0	-0.3	6	-6
O=C(Nc1ccc(S(=O)(=O)Nc2cnc3ccccc3n2)cc1)c1ccc([N+](=O)[O-])cc1Cl	2	2	3	8	1	0	-0.5	6	-1
COc1ccccc1CNCC(O)Cn1c2ccccc2c2ccccc21 (configuration not stated)	1	1	12	6	-1	19	-0.1	6	6
CCOc1cc(C(=O)Nc2cc(=O)n(C)c(=O)n2C)cc(OCC)c1OCC	6	6	5	-2	3	3	1.2	2	2
CN1/C(=C/C2CC(=O)NC2=O)C(C)(C)c2ccccc21 (configuration not stated)	-3	1	16	21	0	4	.	20	1
CCS(=O)(=O)N1CCN(c2ccc(C(=O)N3CCOCC3)cc2[N+](=O)[O-])CC1	10	2	-3	-6	0	0	1.4	-3	-1
COc1ccc(Br)cc1/C=N/n1c(COc2ccccc2)n[nH]c1=S	1	4	-13	-3	0	5	5.0	-8	0
CCCc1ccc(NS(=O)(=O)c2c(C)oc(C)c2C(=O)OC)cc1	4	4	3	9	-1	-1	0.1	1	6
Cc1cccc(C)c1OCCN1CCOCC1	7	-3	-1	0	-6	0	4.9	4	8
COCCNC(=O)C(OC(=O)CC1Sc2ccccc2NC1=O)c1ccccc1 (configuration not stated)	5	6	1	2	0	11	0.8	1	-8
CC(=O)c1cccc(NC(=O)C23CC4CC(C2)CC(n2cncn2)(C4)C3)c1	0	7	-8	-5	10	5	-1.7	2	5
CCC1Oc2ccccc2N(CC(=O)NCCCN2CCN(Cc3ccccc3)CC2)C1=O (configuration not stated)	4	-3	2	6	6	2	-2.8	7	1
CCc1cc(=O)oc2cc(OCC(=O)NCC3CCC(C(=O)O)CC3)ccc12 (configuration not stated)	2	2	1	1	2	1	-3.0	3	4
CN(C)S(=O)(=O)c1ccc(C(=O)Nc2nnc(-c3ccco3)o2)cc1	1	2	0	-1	-2	7	-1.1	-3	-1
Cn1cc(CCC(=O)N2CCCC(N3CCN(c4ccccc4F)CC3)C2)cn1 (configuration not stated)	1	5	5	2	-1	-1	-0.4	2	-12
CC(C)(C)c1cc(P(=O)(c2ccccc2)c2ccccc2)ccc1O	8	7	1	4	-2	2	0.0	0	14
Cc1cccc(C)c1NC(=O)CNC(=O)C(NC(=O)c1ccc(C(C)(C)C)cc1)C(C)C (configuration not stated)	4	15	7	4	1	-1	2.1	3	-8
CCOc1ccc(Br)cc1S(=O)(=O)Nc1ccccc1N1CCOCC1	-5	10	6	1	-3	2	1.3	4	8
O=C(CCc1nc2sc3c(c2c(=O)[nH]1)CCCC3)NCCc1ccccc1	15	-1	0	-3	2	10	-1.2	-1	-2
Cc1ccc(C(=O)c2oc3ccccc3c2NC(=O)c2cc(-c3cc(C)ccc3O)n[nH]2)cc1	-4	-5	1	6	-13	-6	-1.4	2	-21
COc1ccc(CC2NCCC3(O)CCCCC23)cc1 (configuration not stated)	7	2	13	7	-1	1	-0.2	6	-3
Cc1ccc(NC(=O)COc2ccc(-n3ccnc3)cc2)cc1Cl	-4	3	-3	4	0	22	14	-15	-33
CC(=O)c1ccc(N(C(=O)CNC(=O)c2ccco2)C(C(=O)NC2CCCC2)c2ccncc2)cc1 (configuration not stated)	-4	4	19	5	0	0	3.9	7	0
COc1ccc(CNC(=O)C2CCCN(S(=O)(=O)c3ccc4c(c3)CCCN4C(C)=O)C2)cc1 (configuration not stated)	2	2	3	1	6	0	-2.2	-1	4
OC(COCCC12CC3CC(CC(C3)C1)C2)CN1CCCC1 (configuration not stated)	3	-1	8	-1	2	0	1.5	12	-1
O=C(Nc1nc(-c2cc(Cl)sc2Cl)cs1)c1ccc(Br)s1	6	-7	-2	1	-10	5	0.4	2	-5
COc1ccccc1N=NC1C(=O)N(C(N)=S)N=C1C (configuration not stated)	7	-1	8	-3	-1	64*	-0.5	7	-6
CCOc1ccc(N=C(C)C2=C(O)c3ccccc3C2=O)cc1	2	5	2	7	0	3	1.0	4	0
O=c1[nH]c(-[n+]2ccccc2)c(/C=N/NC([S-])=Nc2ccccc2)s1	5	4	183*	143*	4	18	-82*	164*	6
O=Cc1c(N2CCC3(CC2)OCCO3)nc2ccccn2c1=O	6	6	9	6	0	-1	0.4	2	-1
COc1cc(/C=N/NC(=O)c2ccccc2)ccc1O	-6	0	3	2	4	13	0.3	-2	-7
CN(C)c1ccc(C(c2ccc(N(C)C)cc2)c2ccc([N+](=O)[O-])cc2)cc1	9	0	7	-2	5	1	-1.3	9	-1
CC(=O)c1cccc(NC(=O)c2ccc(OC3CSC3)cc2)c1	0	3	3	2	-1	6	-3.0	2	-8
CC(=O)N=c1c(C#N)cc2c(=O)n3cccc(C)c3nc2n1CCCOC(C)C	-12	.	23	0	-1	11	-26*	16	-1
CCNC(=S)N1CCC(c2nc3ccccc3s2)CC1	2	3	6	3	-3	-2	0.1	0	5
O=C(Nc1cccc(S(=O)(=O)N2CCCCCC2)c1)C1CCC1	9	6	-3	10	2	3	1.7	8	0
O=C(O)/C=C\C(=O)Nc1cc(O)ccc1[N+](=O)[O-]	-2	-2	1	-9	1	1	-3.1	3	2
CCOC(=O)CSc1nc2cc(C(=O)N3CCC(C(N)=O)CC3)ccc2c(=O)n1C1CCCCC1	10	0	8	-4	1	0	0.5	7	2
Cc1ccc(-c2nc(C3CCN(S(=O)(=O)c4ccc(C(C)(C)C)cc4)CC3)no2)cc1	-2	7	-1	-6	-1	1	3.7	-1	-9
Cc1ccc(Oc2ccccc2/C=C/C(=O)O)cc1	12	7	5	0	-4	-2	.	10	0

The list goes on:
SMILES	pPAFAH FP inh	PAFAH1B2 FP inh	MCL1-BIM inh	GLD-1 TGE inh	Fam108B inh	AHR activator	MEX-5 binding	Bcl-xL primary	PME-1 primary
CCN(CC)CCn1c(=S)[nH]c2cc(Cl)ccc2c1=O	2	2	7	-1	2	5	1.2	3	2
N#C/C(=C\c1cccnc1)c1nc2ccccc2[nH]1	13	.	2	7	1	45	-3.0	5	5
O=C(NC(=S)Nc1ccc(Oc2ccc(Cl)cc2)cc1)c1ccccc1	-3	-1	4	-3	-6	0	2.2	1	-4
CN(Cc1ccco1)S(=O)(=O)c1cc(F)ccc1CN1C(=O)c2cccnc2C1=O	3	5	7	2	3	1	0.4	7	8
COc1ccc(C2=NN(C(=O)CN3CCCC3)C(c3ccc(OC)cc3)C2)cc1 (configuration not stated)	4	.	5	3	0	-1	0.3	2	4
CCn1c(NCc2c[nH]c3ccccc23)nc2ccccc21	5	6	-1	3	1	48*	1.5	0	-1
COc1ccc(-c2nc(CCNC(=O)c3ccc(Br)o3)cs2)cc1	3	3	1	2	1	44	0.2	2	9
CN(Cc1ccc(C(F)(F)F)cc1)C(=O)c1ccc(Oc2ccccc2)cc1	6	2	-2	2	0	0	1.6	1	0
Cc1cc(C)n2c(SCC(=O)NCc3ccco3)nnc2n1	-11	-2	-12	-9	-6	2	-1.5	-6	-7
CC(NC(=O)COc1ccccc1)C(c1ccccc1)N1CCN(C)CC1 (configuration not stated)	0	-2	-1	-7	-1	-1	-2.4	2	6

Sorted by number of heavy atoms (low to high): part of the list above
SMILES	pPAFAH FP inh	PAFAH1B2 FP inh	MCL1-BIM inh	GLD-1 TGE inh	Fam108B inh	AHR activator	MEX-5 binding	Bcl-xL primary	PME-1 primary
COc1ccc(-c2nc(CCNC(=O)c3ccc(Br)o3)cs2)cc1	3	3	1	2	1	44	0.2	2	9
O=C(NC(=S)Nc1ccc(Oc2ccc(Cl)cc2)cc1)c1ccccc1	-3	-1	4	-3	-6	0	2.2	1	-4
CN(Cc1ccc(C(F)(F)F)cc1)C(=O)c1ccc(Oc2ccccc2)cc1	6	2	-2	2	0	0	1.6	1	0

Next section
SMILES	pPAFAH FP inh	PAFAH1B2 FP inh	MCL1-BIM inh	GLD-1 TGE inh	Fam108B inh	AHR activator	MEX-5 binding	Bcl-xL primary	PME-1 primary
Cc1[nH]c2ccccc2c1/C=N/Nc1nc(Nc2ccc(F)cc2)nc(N2CCOCC2)n1	10	20	-2	2	22*	39	-3.4	-2	19
COc1cc2ncnc(Nc3ccc4c(c3)OCO4)c2cc1OC	3	3	5	-5	3	104*	1.8	5	-1
CCCN(CC(=O)Nc1ccccc1C)C(=O)COc1ccc2c(c1)CCC2	1	-4	5	-5	1	1	2.3	2	3
COc1ccc(CCNC(=O)C(=O)NCC2OCCN2S(=O)(=O)c2ccc(F)cc2)cc1OC (configuration not stated)	5	3	13	0	-2	2	1.9	4	-2
C=CCNc1nnc(Cl)c2ccccc12	-1	6	17	-6	5	-2	-1.1	0	-1
CCS(=O)(=O)N1Cc2ccccc2CC1C(=O)Nc1nccs1 (configuration not stated)	-2	-8	-24	-3	-5	27	3.9	-11	-5
CCn1nc(C)c(NC(=O)/C=C/c2cnn(C)c2C)c1C	-1	1	4	2	-1	1	1.4	1	7
CC(=O)Nc1ccc(NC(=O)C2c3ccccc3Oc3ccccc32)cc1	5	1	9	-1	4	0	2.3	7	4
CC(C)CCNc1nc2c(c(=O)[nH]c(=O)n2C)n1CC(O)COC(C)C (configuration not stated)	6	0	-1	6	5	4	1.0	0	4
CCOc1ncccc1C(=O)OCC(=O)Nc1c(C)cccc1C	13	2	6	4	3	1	1.4	-3	2
COc1cc(/C=N/NC(=O)c2cc(-c3ccccc3OC(C)C)nc3ccccc23)ccc1O	7	6	2	5	-6	16	-0.3	0	-1

Screening data deposited in PubChem BioAssay by several laboratories.
